# PhoP inhibition: inhibitors of PhoP regulon expression, primary screen, Salmonella Typhimurium, GFP reporter (AID 1863) | S. Typhimurium PhoP-regulated promoter GFP reporter, 4 h; higher % means a stronger effect | inhibition, % at 50 µM, or IC50 in µM where a hit was titrated | 0.16% of 300,000 active;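 active = inhibition over 29.93%, a cutoff 3 SD above the screen mean, later confirmed by dose response; inconclusive = inhibition over 29.93% but no dose response follow-up; inactive = inhibition at most 29.93% or unconfirmed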;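 note: 0% = low Mg2+ inducing control and 100% = high Mg2+ repressing control; strong numbers were not always called active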
# RSV antiviral HEp-2: inhibition of RSV-induced cytopathic effect – HEp-2 cells, primary 10 µM value included (AID 2391); HEp-2 cells, RSV-induced CPE inhibition; higher % means a stronger effect; CPE inhibition, % at 10 µM, or IC50 in µM where a hit was titrated; 0.13% of 310,000 active; in the data active = a potency from the dose series; inconclusive = CPE inhibition mostly from about 23% at the one dose, without a potency; inactive = the rest, 99 in 100 with CPE inhibition below about 21%; note: strong numbers were not always called active
# T cell modulator: modulates CD8 T cell binding to vesicles. 2C CD8+ T cell-vesicle binding, flow cytometry; hits give low values. calls only at 7 µM. 0.068% of 330,000 active. AID 2052;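 active = response, share of CD8 T cells binding vesicles, and their 90th percentile fluorescence all below set limits, cut at about 80% in these data, passing the limit was not always enough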
#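 Assay system: 2C TCR transgenic mouse naive CD8+ T cells, MACS-purified | Read-out: CD8+ gate FL2 mean fluorescence as % of same-row positive control | Signal: High-throughput flow cytometry with anti-B7-1 and anti-CD8 staining | Timing: Binding step 1.5 h, 37 °C, antibody labelling 20 min, ice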
# UTI89 phage lysis: inhibition of K1F phage lysis, E. coli UTI89, bacterial capsule biogenesis inhibitors, alamar blue (AID 488966); one-dose inhibition, % at 100 µM; IC50 in µM for titrated hits; 0.02% of 340,000 active; E. coli UTI89 K1F phage lysis, alamar blue, 2 h; higher % means a stronger effect;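 active = phage lysis inhibition, versus mean bacterial control, above a set limit; inconclusive = no clear call, values can overlap the other calls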;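 note: capsule biogenesis inhibitors block K1F phage lysis so surviving cells raise fluorescence; higher fluorescence means more inhibition of phage lysis; actives were called in the ten point dose series up to 300 µM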
# West Nile antiviral: West Nile virus antiviral activity, cell-based, CPE readout (AID 1621); West Nile virus-infected cells, CPE inhibition; higher % means a stronger effect; 0.02% of 290,000 active; CPE inhibition, % at 10 µM; hits with a dose series show IC50 in µM; in the data active = a potency from the dose series; inconclusive = CPE inhibition mostly from about 3.7% at the one dose, without a potency; inactive = the rest, 99 in 100 with CPE inhibition below about 2.2%; note: strong numbers were not always called active
# NS5 inhibitors: Dengue-2 NS5 methyltransferase inhibitors, primary screen, biochemical, confirmation dose response (AID 588689) | Dengue-2 NS5 methyltransferase capping enzyme assay, biochemical; higher % means a stronger effect | inhibition, % at 25 µM; hits with a dose series show IC50 in µM | 0.3% of 340,000 active; in the data active = a potency from the dose series; inconclusive = inhibition above about 29% without an active follow-up result
# Large T inhibition: TAg ATPase/helicase activity blockers – biochemical (AID 1903). SV40 large T antigen ATPase/helicase inhibition assay; higher % means a stronger effect. inhibition, % at 20 µM, or IC50 in µM where a hit was titrated. 0.39% of 310,000 active; in the data active = a potency from the dose series; inconclusive = inhibition mostly from about 32% at the one dose, without a potency; inactive = the rest, 99 in 100 with inhibition below about 32%; note: strong numbers were not always called active
# Rac1 GTP hydrolysis: MgcRacGAP GTPase-activating activity inhibitors, confirmation, biochemical, ADP Hunter fluorescence. inhibition, % at 30 µM; hits with a dose series show IC50 in µM. MgcRacGAP-stimulated Rac1 GTP hydrolysis, ADP Hunter fluorescence; higher % means a stronger effect; GST-tagged Rac1 F28L mutant substrate. 0.6% of 340,000 active;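 active = first-screen hits whose inhibition reached a set limit at any dose in the follow-up dose series; inconclusive = inhibition above the set first-screen limit but never retested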;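 note: fluorescence reports GDP produced by GAP-driven GTP hydrolysis; strong numbers were not always called active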
# NTR1 ag: NTR1-driven beta-arrestin-GFP spot formation – imaging, U2OS cells, high content, primary screen (AID 493036); 0.17% of 330,000 active; agonist mode; activation, % at 20 µM;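 active = activation at or above 40% of the spot to cytoplasm intensity ratio, with at least 20 cells analyzed; inconclusive = wells under 20 cells, flagged as cytotoxic or low count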;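 note: 0% = DMSO without peptide and 100% = 100 nM NTR1 peptide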
# Target sequence (P30989 whole entry, looked up): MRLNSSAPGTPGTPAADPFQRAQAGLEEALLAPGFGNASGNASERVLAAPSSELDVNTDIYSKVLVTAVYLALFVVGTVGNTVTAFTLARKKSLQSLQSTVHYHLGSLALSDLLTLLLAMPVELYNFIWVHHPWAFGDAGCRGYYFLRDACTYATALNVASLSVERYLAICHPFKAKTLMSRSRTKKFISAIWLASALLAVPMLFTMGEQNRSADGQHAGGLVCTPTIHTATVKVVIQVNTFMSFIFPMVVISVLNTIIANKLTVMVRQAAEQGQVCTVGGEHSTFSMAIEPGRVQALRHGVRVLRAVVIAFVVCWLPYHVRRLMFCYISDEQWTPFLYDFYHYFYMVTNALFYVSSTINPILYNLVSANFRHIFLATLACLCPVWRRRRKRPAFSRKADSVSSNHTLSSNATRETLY
# T cell modulator vesicle-bound %: further read-out of T cell modulator, marked with its call; double positive events, %; measured here: CD8+ vesicle-bound cell fraction;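 binding gate set so that unloaded-vesicle control wells show 10% double positive cells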
# NTR1 ag cell count 20 µM: second read-out of NTR1 ag, no call of its own (marks repeat the call); cell count; measured here: cell count, cytotoxicity flag
# Starred values were filed as active, the others as inactive; i = inactive; ? = inconclusive; · = no result given; [ ] = another dose, or the depositor's remark.
SMILES,PhoP inhibition,RSV antiviral HEp-2,T cell modulator,T cell modulator vesicle-bound %,UTI89 phage lysis,West Nile antiviral,NS5 inhibitors,Large T inhibition,Rac1 GTP hydrolysis,NTR1 ag,NTR1 ag cell count 20 µM
Cc1ccc(N(Cc2cc3ccccc3[nH]c2=O)S(C)(=O)=O)cc1,-8.7%,1.8%,i,53.3,-0.2%,-0.9%,4.4%,23.1%,3.8%,-1.7,38
O=C(/C=C/c1ccc([N+](=O)[O-])cc1)NCCc1ccccc1,6.5%,-0.6%,i,19.9,0.3%,-0.3%,-7.3%,7.6%,6.8%,2.7,94
COC(=O)C1CCN(C(=O)COC(=O)CC(NC(C)=O)c2ccccc2)CC1 (stereo not given),3.0%,0.7%,i,31.7,0.2%,0.4%,-3.9%,3.5%,3.8%,0.1,75
CC(C)CN(C(=O)CN1CCN(c2cccc(Cl)c2)CC1)c1c(N)n(CC(C)C)c(=O)[nH]c1=O,-1.5%,-2.6%,i,36.3,-0.7%,-0.5%,-10.3%,7.6%,10.0%,0.7,34
O=C(COc1ccccc1)Nc1nnc(-c2ccccc2)o1,-11.9%,-0.1%,i,29.8,i,-0.4%,-2.8%,0.8%,1.6%,2.4,91
Cc1ccccc1CNC(=O)C1CCC(=O)N(CC2CCCCC2)C1 (stereo not given),6.7%,2.5%,i,43.0,-0.1%,0.5%,-3.2%,4.5%,2.6%,1.0,62
CC1Cc2ccccc2N1C1=CC(=O)CCC1 (stereo not given),0.6%,20.3%,i,44.5,0.4%,2.6%,0.8%,1.5%,9.5%,3.1,57
CN1C(=O)Cc2cc(S(=O)(=O)NCCc3ccc(Cl)cc3)ccc21,0.5%,3.6%,i,12.8,0.6%,0.1%,4.1%,5.2%,7.4%,1.5,55
COCCCN(Cc1ccco1)C(=O)CSc1nc2ncccc2[nH]1,-3.7%,0.9%,i,27.7,2.7%,-0.2%,-4.5%,12.4%,11.7%,-2.0,63
COCc1nc(-c2ccc(-c3ccc(OC)cc3)nc2OC)no1,0.2%,9.4%,i,37.9,0.6%,-0.4%,2.1%,2.9%,13.7%,-1.5,71
O=S(=O)(Nc1nnc(-c2ccccc2)s1)c1ccc(Cl)cc1,-20.4%,10.7%,i,59.7,-0.3%,1.1%,21.3%,3.7%,10.5%,-0.6,69
CSc1nc(-c2ccccc2)nn1C(=O)c1ccc(C)cc1,4.8%,1.9%,i,40.9,2.8%,0.2%,-12.8%,-13.8%,6.2%,26.3,84
CCOc1ccc(-n2c(Cc3cc(=O)[nH]c(=O)[nH]3)nnc2SC(C)C)cc1,-5.9%,1.7%,i,31.5,0.2%,-0.4%,-6.5%,1.2%,0.2%,-3.6,87
COc1ccc(CCN(Cc2cc3ccc(C)cc3[nH]c2=O)C(C)=O)cc1OC,-2.7%,1.9%,i,55.7,0.0%[50 µM],0.1%,3.5%,11.1%,5.2%,3.3,51
CC(C)c1ccc(NC(=O)CCNS(=O)(=O)c2cccc3nonc23)cc1,-2.7%,0.5%,i,42.6,-0.1%,0.4%,-6.3%,1.1%,9.3%,3.6,75
CC(=O)Nc1ccc(NC(=S)Nc2ccccc2)cc1,-4.7%,1.7%,i,36.2,0.7%,0.2%,-1.4%,9.4%,1.9%,-0.7,48
CC(CN(C)Cc1ccccc1)OC(=O)C1COc2ccccc2O1 (stereo not given),7.7%,-0.2%,i,61.0,1.2%,0.4%,-0.7%,0.5%,0.4%,-2.8,56
Cc1c(Cc2ccccc2)c(=O)oc2c(C)c(OCc3nn[nH]n3)ccc12,-2.9%,0.7%,i,56.1,-0.4%,1.4%,4.1%,11.2%,14.1%,-1.1,58
Cc1cccc(C(=O)Nc2ccc(NC(=O)CN3CCOCC3)cc2)c1,7.4%,1.7%,i,43.9,0.2%,-0.2%,-10.6%,6.5%,4.2%,-0.4,47
CC(Nc1nc(-c2ccc(F)cc2)cs1)c1nc2cc(C(F)(F)F)ccc2n1CCCO (stereo not given),0.9%,19.0%,i,26.7,-0.7%,1.1%,0.0%,-8.8%,-1.6%,0.4,98
CCCCOc1ccc(C2C(=O)N(C3CCCCC3)CC(=O)N2CC2CCCO2)cc1 (stereo not given),9.7%,-1.3%,·,·,2.3%,-0.7%,-6.5%,9.6%,3.3%,-1.4,57
CCCc1[nH]nc2c1C(c1ccc(OC)cc1OC)C(C#N)=C(N)O2 (stereo not given),5.7%,-0.5%,i,57.7,0.2%,0.1%,-2.5%,6.0%,7.0%,0.1,70
CCOC(=O)C1CCCN(C(=S)NC2CCCCC2)C1 (stereo not given),-9.2%,2.1%,i,38.6,-0.2%,-0.5%,-4.4%,-7.4%,6.8%,1.2,71
Cc1ccc(CNCC(=O)Nc2cccc(S(=O)(=O)NC3=NCCCCC3)c2)cc1,-1.5%,-0.5%,i,40.1,0.0%,-0.5%,-3.1%,23.1%,25.6%,0.5,38
CC(=O)c1ccc(N2CCN(C(=O)C(=O)c3cn(CC(=O)N4CCCCCC4)c4ccccc34)CC2)cc1,5.9%,0.7%,i,60.0,2.0%[50 µM],-0.6%,10.4%,8.9%,10.5%,0.4,69

# Next part
SMILES,PhoP inhibition,RSV antiviral HEp-2,T cell modulator,T cell modulator vesicle-bound %,UTI89 phage lysis,West Nile antiviral,NS5 inhibitors,Large T inhibition,Rac1 GTP hydrolysis,NTR1 ag,NTR1 ag cell count 20 µM
O=C(NNC(=O)c1ccc(Cn2cccn2)o1)NC12CC3CC(CC(C3)C1)C2,4.5%,0.9%,i,17.5,-0.3%,-0.3%,-1.3%,28.0%,2.4%,-0.6,46
CC(C)CC1=NN(C(=O)c2cccnc2)C(O)(C(F)(F)F)C1 (stereo not given),-1.5%,0.5%,i,35.4,0.6%,0.1%,-5.8%,17.9%,4.8%,2.2,43
O=C(COC(=O)CNC(=O)c1ccccc1)Nc1ccc2c(c1)OCO2,1.3%,1.2%,i,60.9,0.5%,-0.2%,1.8%,2.7%,2.4%,1.8,60
C(=N\c1nc2ccccc2n1CCN1CCOCC1)/c1cccs1,6.3%,1.0%,i,20.3,0.8%,-0.1%,-4.8%,8.3%,9.9%,0.0,37
CCCCn1c(N)c(N(CC(C)C)C(=O)CSCc2ccc(Cl)c(Cl)c2)c(=O)[nH]c1=O,-2.6%,-0.8%,i,4.9,-0.8%[50 µM],·,-11.7%,11.3%,4.4%,0.8,57
CCOC(=O)C1=C(C)NC(=O)NC1c1ccc2c(c1)OCO2 (stereo not given),16.3%,0.1%,i,17.6,1.6%,0.1%,-2.2%,-3.8%,4.5%,-0.4,62
CC(Oc1ccc(F)cc1)C(=O)Nc1nc(-c2ccccn2)cs1 (stereo not given),6.2%,0.1%,i,28.4,1.3%[50 µM],·,7.3%,10.2%,2.6%,5.2,63
Cc1cc(C)cc(NC(=O)C2CC(=O)n3ncnc3N2)c1 (stereo not given),-4.1%,0.5%,i,33.3,0.1%,0.6%,-0.6%,10.0%,4.2%,0.2,59
S=C(Nc1ccc(Oc2ccccc2)cc1)NC1CCCCCC1,-12.0%,4.8%,i,41.1,8.6%,?,-10.8%,3.3%,7.7%,·,·
CC1CC(OC(=O)C2CCN(S(=O)(=O)c3ccc(F)cc3)CC2)C(=O)O1 (stereo not given),·,·,·,·,1.9%[50 µM],·,2.2%,·,4.8%,9.3,67
Nn1c(Cc2cccc3ccccc23)nnc1SCc1ccc(Cl)c(Cl)c1,7.3%,9.7%,i,34.6,1.8%,-1.9%,-0.7%,6.5%,6.1%,·,·
COc1ccccc1N(C)S(=O)(=O)c1ccc(C(=O)OCC(=O)NCc2ccco2)cc1,-0.4%,1.2%,i,39.9,1.8%,0.4%,3.2%,12.7%,3.3%,-1.9,60
COc1cc2c(cc1OC)/C(=C/C(=O)c1ccc(NC(C)=O)cc1)NCC2,6.9%,1.6%,i,20.9,0.8%[50 µM],0.6%,-5.9%,10.5%,·,0.3,81
O=c1c2ccccc2sc2nc(C3CCCCC3)n(Cc3ccco3)c(=O)c12,-8.0%,·,·,·,0.1%,·,-4.5%,6.7%,15.2%,·,·
CC(C)(C)c1cc(CN(CCO)CCO)cc(C(C)(C)C)c1O,7.3%,0.8%,i,61.7,1.6%,0.0%,-8.0%,9.3%,7.9%,-0.2,81
O=c1c(-c2n[nH]c(=S)n2-c2ccccc2)cccn1Cc1cccc(Cl)c1,-2.1%,1.4%,i,34.1,-0.1%,0.3%,-3.6%,26.8%,2.9%,3.1,50
COc1cccc(NS(=O)(=O)c2csc(C(N)=O)c2)c1,2.1%,0.7%,i,45.1,-0.1%,-0.4%,-4.6%,22.3%,6.7%,2.3,79
O=S(=O)(NCCc1cn2ccccc2n1)c1ccc(-c2ccccc2)cc1,13.0%,3.0%,i,57.4,2.3%[50 µM],-1.3%,0.0%,0.9%,3.7%,0.4,67
COc1ccccc1N(C(=O)CN1C(=O)c2ccccc2S1(=O)=O)C(C(=O)NCC1CCCO1)c1ccc(F)cc1 (stereo not given),8.1%,2.1%,i,46.8,-2.2%,0.1%,1.1%,3.5%,3.5%,0.1,51
O=C1CC(c2cccs2)Cc2nc(NC(=O)C3CC3)ncc21 (stereo not given),-1.5%,·,i,31.5,-0.1%,0.0%,7.7%,2.0%,5.1%,0.8,49
C[N+]1(CC(=O)Nc2ccccc2Cl)CCN(C(=O)c2cccs2)CC1,-0.8%,1.7%,i,41.4,0.9%,1.1%,2.9%,2.1%,1.2%,-1.2,90
CCOC(=O)N1CCN(Cc2nc3c(c(=O)[nH]c(=O)n3C)n2Cc2ccccc2C)CC1,-5.1%,·,i,40.2,0.3%,-0.9%,0.8%,4.8%,9.6%,-0.9,51
Cc1ccc(-n2ncc3c(N4CCC5(CC4)OCCO5)ncnc32)c(C)c1,3.1%,0.5%,i,41.9,0.2%,0.5%,-2.8%,2.5%,-1.5%,2.7,88
CNC(=O)c1nnsc1S(=O)(=O)c1ccc(Cl)cc1,-0.4%,·,·,·,-2.7%,-1.8%,-61.0%,25.1%,-6.9%,-1.0,72
COC(=O)c1ccc(COc2ccccc2/C=N/O)o1,-7.4%,3.2%,i,33.2,·,0.5%,·,7.9%,·,0.7,50
C/C=C/C=N/Nc1nc(-c2ccc([N+](=O)[O-])cc2)cs1,4.5%,7.8%,i,46.1,-1.3%,-1.0%,6.5%,2.3%,-0.3%,1.7,47
O=C(NCc1nnc2c(C(F)(F)F)cc(Cl)cn12)c1ccc(Br)o1,-0.6%,22.2%,i,40.7,0.7%,-0.6%,-7.9%,14.1%,4.7%,1.1,55
Cc1ccoc1C(=O)N1CCCC(CO)(Cc2ccc(F)cc2)C1 (stereo not given),-0.4%,1.5%,i,65.4,0.1%,-0.8%,-1.3%,13.4%,2.2%,0.0,54
